# FUS suppressor: qHTS for Suppressors of FUS Proteinopathy: Primary screen using FUS-linked yeast assay. S. cerevisiae FUS-expressing, growth rescue, OD600, 24 h. Potency, µM (doses to about 76.6 µM), for inactives: top-dose growth rescue (activation), most hits filed as activators. hit rate 0.24% among 390,000;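 note: potency is the fitted concentration of half-maximal effect; plate controls were DMSO vehicle for no effect and reference control for full effect; nearly all actives have a fitted effect of over 55% in size; some results filed as inactive show a strong effect at the top dose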
#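 Galactose (2%) drives FUS expression in yeast precultured in raffinose; seeding density OD 0.005. Test compounds incubated 24hr at 30C and 99% humidity before absorbance at 600 nm was measured.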
# aSyn yeast inh: qHTS of alpha-syn Inhibitors; Potency, µM (highest dose often 46.1 µM), without a hit: at the top dose growth rescue (activation), hits mostly activators; Yeast expressing alpha-synuclein, growth rescue, BacTiter-Glo, 24 h; hit rate 0.14% among 370,000; note: potency is the fitted concentration of half-maximal effect; % of control where 0% means no effect; nearly all actives have a fitted effect of over 65% in size
#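 Rescue of yeast growth: cells expressing toxic alpha-synuclein, induced in galactose at OD600 0.02, incubated with compound 24 h at 30 C. ATP luminescence quantified growth; inhibitors of toxicity appear as activators.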
# DRD3 agonist: qHTS of D3 Dopamine Receptor Agonist: qHTS. D3R DiscoveRx beta-arrestin cells, luminescence, 90 min. AID 652048, 2013. hit rate 0.58% among 410,000. D(3) dopamine receptor (Homo sapiens), P35462. max activation, %; in the data active = max activation above about 30%; note: 0% is about no effect; mostly tested at two doses, the higher about 12 µM
# Target sequence (P35462 whole entry, looked up): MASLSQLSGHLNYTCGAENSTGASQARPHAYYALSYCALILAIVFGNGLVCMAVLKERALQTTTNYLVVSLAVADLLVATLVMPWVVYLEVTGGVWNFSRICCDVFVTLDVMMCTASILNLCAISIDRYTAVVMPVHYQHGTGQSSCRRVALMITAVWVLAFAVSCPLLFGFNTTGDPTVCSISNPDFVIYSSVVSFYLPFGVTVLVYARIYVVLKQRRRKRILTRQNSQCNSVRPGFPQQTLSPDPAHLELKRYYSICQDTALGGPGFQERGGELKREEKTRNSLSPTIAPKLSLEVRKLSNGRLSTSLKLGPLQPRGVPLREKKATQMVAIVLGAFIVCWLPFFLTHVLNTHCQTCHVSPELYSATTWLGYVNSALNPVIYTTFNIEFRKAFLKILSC
#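 Agonist mode: compounds and dopamine controls were applied to plated cells for 90 min at 37 degrees C after an overnight attachment at 1500 cells/well. Luminescent read-out followed 30 - 60 minutes at room temperature with DiscoveRx detection reagent.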
# * = called active by the depositor; ? = inconclusive; nt = not tested or not shown; [ ] = dose if it differs, or a comment. Unless noted, calls come from the whole dose curve; as a rule, active = well fitted activation curve with a large enough effect; inconclusive = small, poorly fitted or top-dose-only effect; inactive = no such curve, though single readings can be large or run the other way. A portion of the library. The share of hits here may be higher or lower than overall.
1. CC1OC(O[C@H]2C[C@@H](O)[C@]3(CO)[C@H]4[C@H](O)C[C@]5(C)[C@@H](C6=CC(=O)OC6)CC[C@]5(O)[C@@H]4CC[C@]3(O)C2)C(O)C(O)C1O (stereo partly specified)
2. Ic1ccccc1CNC1C2CCN(CC2)C1C(c1ccccc1)c1ccccc1 (stereo unspecified)
3. Cn1nc(-c2ccccc2)nc2c(=O)n(C)c(=O)nc1-2
4. c1ccc2sc(C3(N4CCCCC4)CCCCC3)cc2c1
5. c1cc2c3c(cccc3c1)CC2
6. CC[C@@H](C(N)=O)N1CCCC1=O
Assay by compound	1	2	3	4	5	6
FUS suppressor	nt	nt	nt	nt	nt	nt
DRD3 agonist	nt	nt	nt	nt	nt	nt
aSyn yeast inh	0%	-19%	-83%[inhibitor]	4%	-9%	2%

7. COc1ccc2c(c1)CCC1C2CC[C@@]2(C)C1CC[C@@H]2NCCCCCCN1C(=O)C=CC1=O (stereo partly specified)
8. NC(=NCCC[C@H](N)C(=O)O)N[N+](=O)[O-]
9. N#CCCN
10. O=P(O)(O)C(Cl)(Cl)P(=O)(O)O
11. Cc1cccc(C)c1NC(=O)CN1CCCC1=O
12. C=C1C(=O)C(C)=C2C(=O)N3Cc4[nH]c5ccccc5c4CC3(C(=O)OC)C12 (stereo unspecified)
Assay by compound	7	8	9	10	11	12
FUS suppressor	nt	nt	nt	nt	nt	20%
DRD3 agonist	nt	nt	nt	8	-11	nt
aSyn yeast inh	-35%[inhibitor]	-7%	-7%	-5%	-5%	nt

# 2 entries from above, with two lines to a compound.
# Every second line gives: FUS suppressor, DRD3 agonist, aSyn yeast inh
8. NC(=NCCC[C@H](N)C(=O)O)N[N+](=O)[O-]
 : nt, nt, -7%
7. COc1ccc2c(c1)CCC1C2CC[C@@]2(C)C1CC[C@@H]2NCCCCCCN1C(=O)C=CC1=O (stereo partly specified)
 : nt, nt, -35%[inhibitor]

# Copied from the list.
# Reading of compound 8 in aSyn yeast inh: -7%
# Reading of compound 12 in FUS suppressor: 20%
# Reading of compound 11 in aSyn yeast inh: -5%
# Reading of compound 7 in aSyn yeast inh: -35%[inhibitor]
# Reading of compound 10 in aSyn yeast inh: -5%

# Next structures:
13. CC(C)(C)NC(=O)C1CN=C(c2ccccc2)c2cc(Cl)ccc2N1C(=O)C1CCC1 (stereo unspecified)
14. O=C(NC(Cc1ccccc1)P(=O)(O)Oc1ccccc1)OCc1ccccc1 (stereo unspecified)
15. Cc1c(P(=S)(c2ccccc2)c2ccccc2)c2ccccc2n1C
16. CC(C)C[C@H]1N=C(c2ccccc2)c2ccccc2N(CC(=O)NC(C)(C)C)C1=O
17. CC(C)C(C(=O)NC(C)(C)C)N1C(=O)CN=C(c2ccccc2)c2ccccc21 (stereo unspecified)
18. CC(C)(C)n1nnnc1C1CN=C(c2ccccc2)c2cc(Cl)ccc2N1 (stereo unspecified)
Assay by compound	13	14	15	16	17	18
FUS suppressor	20%	7%	-11%	22%	6%	-8%
DRD3 agonist	nt	nt	nt	nt	nt	nt
aSyn yeast inh	nt	nt	nt	nt	nt	nt

# Reformatted: entries from further up
no.	mol	FUS suppressor	DRD3 agonist	aSyn yeast inh
8	NC(=NCCC[C@H](N)C(=O)O)N[N+](=O)[O-]	nt	nt	-7%
9	N#CCCN	nt	nt	-7%
10	O=P(O)(O)C(Cl)(Cl)P(=O)(O)O	nt	8	-5%
11	Cc1cccc(C)c1NC(=O)CN1CCCC1=O	nt	-11	-5%
12	C=C1C(=O)C(C)=C2C(=O)N3Cc4[nH]c5ccccc5c4CC3(C(=O)OC)C12 (stereo unspecified)	20%	nt	nt
13	CC(C)(C)NC(=O)C1CN=C(c2ccccc2)c2cc(Cl)ccc2N1C(=O)C1CCC1 (stereo unspecified)	20%	nt	nt

# (continued)
19. CN1c2ccc(Br)cc2[C@@H]2NCC[C@@H]2[C@@H]1CO
20. O=C(CNC(=O)OCc1ccccc1)NC(Cc1ccccc1)P(=O)(Oc1ccccc1)Oc1ccccc1 (stereo unspecified)
21. N=c1c2c(-c3ccccc3)c(-c3ccccc3)n(Cc3ccccc3)c2ncn1C1CCC(O)CC1 (stereo unspecified)
22. C[C@H](NC(=O)OCc1ccccc1)[P+](=O)O
23. C=CCN(CC#CCO)Cc1ccc(OC)cc1OC
Assay by compound	19	20	21	22	23
FUS suppressor	-10%	?	26%	-18%	-9%
DRD3 agonist	nt	nt	nt	nt	nt
aSyn yeast inh	nt	nt	nt	nt	nt
